Source: PubChem (several laboratories)
TRPC4 potent – allosterically enhances the mouse TRPC4 cation channel; Q9QUQ5; HEK293 TRPC4beta/mu-opioid, DAMGO EC20, Fluo-4 Ca2+ flux; hits give high values; B-score at 10 µM; 0.42% of 310,000 active;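 active = B-score of calcium response area above 5 SD of library B-scores, with initial fluorescence ratio within 5 SD of library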;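 also: B-score of integrated fluorescence ratio over time as area under calcium response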
TRPC4 agonist – opens the mouse TRPC4 cation channel; 0.49% of 310,000 active; HEK293 TRPC4beta/mu-opioid, Fluo4 calcium fluorescence; hits give high values; B-score at 10 µM; Q9QUQ5;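 active = B-score above 5 SD of library B-scores, and initial fluorescence ratio not above library mean plus 5 SD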;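 also: positive B-score marks a calcium rise read as TRPC4 activation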
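System: HEK293 cells stably co-expressing mouse TRPC4beta and mu-opioid receptor; Schedule: Fluo4 dye loading 45 min at room temperature, 110 s recording; Detection: Fluo4 fluorescence, kinetic; Evaluation: B-scored integrated calcium fluorescence ratio; Controls: buffer (low) and maximal DAMGO (high).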
KCNK3 block – human KCNK3 channel inhibition, primary screen; 0.84% of 340,000 active; B-score at 10 µM; CHO-KCNK3 thallium flux, FluxOR fluorescence; hits give low values; O14649;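 active = B-score under library mean minus 4 SD, starting fluorescence ratio at most library mean plus 5 SD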;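 also: more negative B-score means stronger inhibition of thallium flux through KCNK3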
Target sequence (O14649 whole entry, looked up): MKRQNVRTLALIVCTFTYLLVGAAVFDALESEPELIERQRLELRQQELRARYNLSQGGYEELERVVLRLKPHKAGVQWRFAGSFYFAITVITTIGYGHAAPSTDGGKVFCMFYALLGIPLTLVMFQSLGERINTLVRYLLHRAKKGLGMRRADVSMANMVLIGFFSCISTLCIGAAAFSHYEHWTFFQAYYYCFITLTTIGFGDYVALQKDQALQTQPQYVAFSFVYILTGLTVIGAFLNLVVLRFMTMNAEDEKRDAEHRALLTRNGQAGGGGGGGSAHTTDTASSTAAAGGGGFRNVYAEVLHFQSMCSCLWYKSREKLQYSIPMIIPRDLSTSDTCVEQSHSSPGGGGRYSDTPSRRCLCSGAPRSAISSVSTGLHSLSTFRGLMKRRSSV
KCNK9 inh – blocks the human KCNK9 two-pore domain potassium channel; Q9NPC2; HEK293 KCNK9, FluxOR thallium flux fluorescence; hits give low values; B-score at 10 µM; 1.2% of 310,000 active; AID 488922;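 active = ratio B-score over 3 SD below the library mean, with starting fluorescence within 5 SD of its mean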;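 also: negative B-score means less thallium flux so channel inhibition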
Target sequence (Q9NPC2 whole entry, looked up, the tested form may be a part): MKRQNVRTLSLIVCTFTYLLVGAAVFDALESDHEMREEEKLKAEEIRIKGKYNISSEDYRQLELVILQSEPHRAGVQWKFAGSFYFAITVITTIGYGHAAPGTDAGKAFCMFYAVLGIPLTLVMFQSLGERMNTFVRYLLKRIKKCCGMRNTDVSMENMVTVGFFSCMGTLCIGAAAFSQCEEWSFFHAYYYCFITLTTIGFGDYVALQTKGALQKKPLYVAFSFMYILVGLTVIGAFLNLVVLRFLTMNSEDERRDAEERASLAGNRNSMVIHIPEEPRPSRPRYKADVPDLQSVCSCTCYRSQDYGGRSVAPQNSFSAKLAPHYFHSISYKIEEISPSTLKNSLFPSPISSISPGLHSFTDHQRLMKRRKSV
KCNQ1 act – potentiates or activates the human KCNQ1 potassium channel; P51787; CHO-K1 KCNQ1, thallium flux FluxOR fluorescence; hits give high values; B-score at 10 µM; 0.35% of 310,000 active;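 active = fluorescence ratio B-score, a plate-corrected score, at least three library SD, with initial intensity B-score within 5 SD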
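Material: CHO-K1 cells stably expressing KCNQ1. Medium: assay buffer for compound exposure, DMSO matched across wells. Reagent: K+/Tl+ depolarizing stimulus. Compound dosing: single-concentration screen. Times: 37 °C overnight plating, 90-min dark dye load, 20-min compound pretreatment. Technique: FluxOR Tl+ flux fluorescence.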
TRPC4 inh – TRPC4 (mouse) channel inhibition. HEK293 TRPC4beta/mu-opioid, DAMGO-evoked Fluo4 calcium flux; hits give low values. 0.39% of 300,000 active. Q9QUQ5. AID 2247. B-score at 10 µM;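 active = B-score over 3 SD under the library average, no early fluorescence shift, positive overall ratio signal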
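Signal: kinetic Fluo4 fluorescence imaging of calcium influx. Material: stable TRPC4beta/mu-opioid receptor HEK293 cells. Probe or stimulus: DAMGO in two steps, submaximal then maximal.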
DYRK1A inh – Dyrk1A (rat) kinase inhibition. ADP-Glo luminescence, NFATc1 peptide. inhibition, % at 12.5 µM. 0.43% of 310,000 active. AID 504441; in the data active = inhibition above about 50%;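 also: plate controls were vehicle with enzyme for no effect and no enzyme for full effect; many of its hits are not listed in these tables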
PolyA inhibitor – yeast polyadenylation inhibition. calls only at 12 µM. 0.02% of 300,000 active. S. cerevisiae SKY197-pL101 polyadenylation reporter, beta-gal luminescence; efflux-impaired pdr1/pdr3 knockout yeast; score 100 = 6 SD above DMSO. AID 1875;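 active = lowest replicate activity score at least 50, where 100 means six control SD above control mean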;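 also: yeast exposed to compound for 9 h at 30 °C; higher score means more reporter readthrough which indicates perturbed polyadenylation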
KCNQ1 inh – inhibitors of human KCNQ1 potassium channel. P51787. CHO-K1 KCNQ1, FluxOR thallium flux fluorescence; hits give high values. B-score at 10 µM. 1.3% of 310,000 active. AID 2642;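 active = compounds whose thallium flux B-score, printed positive for inhibition, exceeds three library SD while starting fluorescence stays within three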;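 also: channel opened by potassium depolarization with thallium stimulus after 20 min compound exposure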
Platelet DG rel – modulates dense granule release in human platelets | human platelet-rich plasma, SFLLRN dense granule ATP release, luminescence | inhibition, %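 (compounds screened at 7.5 µM in platelet-rich plasma)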 | 0.22% of 300,000 active | AID 1663;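 active = mean replicate score, as percent of positive control, at or above 50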
hERG protect – compounds protecting human hERG from proarrhythmic drug block | activation (rescue from dofetilide block), less the hit threshold, % at 10 µM | Q12809 | 0.51% of 310,000 active | AID 1511 | CHO-hERG, FluxOR thallium flux, dofetilide IC70 present;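 active = activation above the mean of controls blocked by dofetilide plus 5 SD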;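 also: thallium influx through hERG after potassium depolarization seen as dye fluorescence rise; in these data hits start at about 4.7%; inactives centre near -7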
* marks the source's active call; other numbers are inactive results. Some of the compounds tested; the hit share may differ from the screen's.

For Cc1cc(CNC(=O)c2cccc(OC3CCN(S(=O)(=O)N(C)C)CC3)c2)on1 the results were TRPC4 potent inactive, TRPC4 agonist inactive, KCNK3 block inactive, KCNK9 inh inactive, KCNQ1 act inactive, TRPC4 inh inactive, DYRK1A inh -8.2, PolyA inhibitor inactive, KCNQ1 inh inactive, Platelet DG rel 9.6 and hERG protect -8.5.
`COCn1c(-c2cccc(Br)c2)nc2ccccc21` gave TRPC4 potent inactive, TRPC4 agonist inactive, KCNK3 block inactive, KCNK9 inh inactive, KCNQ1 act inactive, TRPC4 inh inactive, DYRK1A inh 17.9, PolyA inhibitor inactive, KCNQ1 inh inactive, Platelet DG rel 0.3 and hERG protect -6.6.
For CCOC(=O)NC1(C(F)(F)F)C(=O)N(Cc2ccccc2)C2=C1C(=O)CC(C)(C)C2 (configuration not stated) the results were TRPC4 potent inactive, TRPC4 agonist inactive, KCNK3 block inactive, KCNK9 inh inactive, KCNQ1 act inactive, TRPC4 inh inactive, DYRK1A inh 8.8, PolyA inhibitor inactive, KCNQ1 inh inactive, Platelet DG rel -0.4 and hERG protect -13.1.
Screening COC(=O)c1ccc(OCCN2C3=NCCN3c3ccccc32)cc1 returned TRPC4 potent inactive, TRPC4 agonist inactive, KCNK3 block inactive, KCNK9 inh inactive, KCNQ1 act inactive, TRPC4 inh inactive, DYRK1A inh 1.8, PolyA inhibitor inactive, KCNQ1 inh inactive, Platelet DG rel 5.8 and hERG protect -11.3.
`O=C(N/N=C\c1ccc(-c2ccccc2[N+](=O)[O-])o1)C1COc2cc3ccccc3cc2O1` (configuration not stated) gave TRPC4 potent inactive, TRPC4 agonist inactive, KCNK3 block inactive, KCNK9 inh inactive, KCNQ1 act inactive, TRPC4 inh inactive, DYRK1A inh -0.9, PolyA inhibitor inactive, KCNQ1 inh inactive, Platelet DG rel 5.0 and hERG protect -7.8.
`Cc1ccc(C(=O)OCC(=O)NC(=O)c2cccn2C)cc1[N+](=O)[O-]` gave TRPC4 potent inactive, TRPC4 agonist inactive, KCNK3 block inactive, KCNK9 inh inactive, KCNQ1 act inactive, TRPC4 inh inactive, DYRK1A inh -7.5, PolyA inhibitor inactive, KCNQ1 inh inactive, Platelet DG rel 2.5 and hERG protect -4.1.
Cc1ccc(C)c(S(=O)(=O)Nc2ccc(C(=O)NCCCN3CCOCC3)cc2)c1 was read as TRPC4 potent inactive, TRPC4 agonist inactive, KCNK3 block inactive, KCNK9 inh inactive, KCNQ1 act inactive, TRPC4 inh inactive, DYRK1A inh 3.4, PolyA inhibitor inactive, KCNQ1 inh inactive, Platelet DG rel 3.9 and hERG protect -12.4.
`CCOC(=O)CSc1ncnc2c1cnn2-c1ccc(C)cc1C` gave TRPC4 potent inactive, TRPC4 agonist inactive, KCNK3 block inactive, KCNK9 inh inactive, KCNQ1 act inactive, TRPC4 inh inactive, PolyA inhibitor inactive, KCNQ1 inh inactive, Platelet DG rel 1.0 and hERG protect -16.4.
Cc1c(Br)c([N+](=O)[O-])nn1CC(=O)NCc1ccccn1 was read as TRPC4 potent inactive, TRPC4 agonist inactive, KCNK3 block inactive, KCNK9 inh inactive, KCNQ1 act inactive, TRPC4 inh inactive, DYRK1A inh -11.6, PolyA inhibitor inactive, KCNQ1 inh inactive, Platelet DG rel 10.1 and hERG protect -8.6.
For Cc1nc2ccc(N)cc2c(=O)n1Cc1ccc(Cl)cc1 the results were TRPC4 potent inactive, TRPC4 agonist inactive, KCNK3 block inactive, KCNK9 inh inactive, KCNQ1 act inactive, TRPC4 inh inactive, DYRK1A inh -13.7, PolyA inhibitor inactive, KCNQ1 inh inactive, Platelet DG rel 3.0 and hERG protect -6.6.
`COc1ccc(C=C(C(C)=O)C(C)=O)cc1OC` gave TRPC4 potent inactive, TRPC4 agonist inactive, KCNK3 block inactive, KCNK9 inh inactive, KCNQ1 act inactive, TRPC4 inh inactive, DYRK1A inh -4.8, PolyA inhibitor inactive, KCNQ1 inh inactive, Platelet DG rel 2.2 and hERG protect -12.8.
Screening CCOC(=O)c1c(NC(=O)C2c3ccccc3Oc3ccccc32)sc(C(N)=O)c1C returned TRPC4 potent inactive, TRPC4 agonist inactive, KCNK3 block inactive, KCNK9 inh inactive, KCNQ1 act inactive, TRPC4 inh inactive, DYRK1A inh 5.8, PolyA inhibitor inactive, KCNQ1 inh inactive, Platelet DG rel 5.8 and hERG protect -6.8.
For Clc1ccc(C2=CSC3=NCCN23)c(Cl)c1 the results were TRPC4 potent inactive, TRPC4 agonist inactive, KCNK3 block inactive, KCNK9 inh inactive, KCNQ1 act inactive, TRPC4 inh inactive, PolyA inhibitor inactive, KCNQ1 inh inactive, Platelet DG rel -19.7 and hERG protect -10.7.
`Cc1c(N=NC2=C(O)CC(C)(C)CC2=O)c(=O)n(-c2ccccc2)n1C` gave TRPC4 potent inactive, TRPC4 agonist inactive, KCNK3 block inactive, KCNK9 inh inactive, KCNQ1 act inactive, TRPC4 inh inactive, DYRK1A inh 0.2, PolyA inhibitor inactive, KCNQ1 inh inactive, Platelet DG rel 4.1 and hERG protect -7.8.
For C=Cn1ccnc1CC(O)c1ccc(OC)cc1 (configuration not stated) the results were TRPC4 potent inactive, TRPC4 agonist inactive, KCNK3 block inactive, KCNK9 inh inactive, KCNQ1 act inactive, TRPC4 inh inactive, DYRK1A inh 5.6, PolyA inhibitor inactive, KCNQ1 inh inactive, Platelet DG rel -9.6 and hERG protect -4.9.
Cc1cc(=O)n2nc(N3CCC(C(=O)N4CCN(Cc5ccccc5)CC4)CC3)sc2n1 was read as TRPC4 potent inactive, TRPC4 agonist inactive, KCNK3 block inactive, KCNK9 inh inactive, KCNQ1 act inactive, TRPC4 inh inactive, DYRK1A inh -5.4, PolyA inhibitor inactive, KCNQ1 inh inactive, Platelet DG rel -0.7 and hERG protect -1.7.
For COc1ccc(C(=O)NNC(=O)C2CC=CCC2)cc1 (configuration not stated) the results were TRPC4 potent inactive, TRPC4 agonist inactive, KCNK3 block inactive, KCNK9 inh inactive, KCNQ1 act inactive, TRPC4 inh inactive, DYRK1A inh -1.8, PolyA inhibitor inactive, KCNQ1 inh inactive, Platelet DG rel 1.0 and hERG protect -7.6.
`CC1CCCCC1NC(=O)c1cccc(N2C(=O)C3C4C=CC(C4)C3C2=O)c1` (configuration not stated) gave TRPC4 potent inactive, TRPC4 agonist inactive, KCNK3 block inactive, KCNK9 inh inactive, KCNQ1 act inactive, TRPC4 inh inactive, DYRK1A inh -6.9, PolyA inhibitor inactive, KCNQ1 inh inactive, Platelet DG rel -19.4 and hERG protect -0.3.
Screening CCOc1cc(-c2ccccc2)nc(N)n1 returned TRPC4 potent inactive, TRPC4 agonist inactive, KCNK3 block inactive, KCNK9 inh inactive, KCNQ1 act inactive, TRPC4 inh inactive, DYRK1A inh -2.5, PolyA inhibitor inactive, KCNQ1 inh inactive, Platelet DG rel -3.5 and hERG protect -7.9.
For CCCn1c(N)c(C(=O)COc2ccc(Br)cc2F)c(=O)n(C)c1=O the results were TRPC4 potent inactive, TRPC4 agonist inactive, KCNK3 block inactive, KCNK9 inh inactive, KCNQ1 act inactive, TRPC4 inh inactive, DYRK1A inh -6.0, PolyA inhibitor inactive, KCNQ1 inh inactive, Platelet DG rel -2.7 and hERG protect -3.4.
`O=C(COc1ccc([N+](=O)[O-])cc1)NCc1cccnc1` gave TRPC4 potent inactive, TRPC4 agonist inactive, KCNK3 block inactive, KCNK9 inh inactive, KCNQ1 act inactive, TRPC4 inh inactive, DYRK1A inh -5.9, PolyA inhibitor inactive, KCNQ1 inh inactive, Platelet DG rel -2.2 and hERG protect -5.5.
Cc1cc(S(=O)(=O)N(C)CCc2ccccc2)ccc1-n1cnnn1 was read as TRPC4 potent inactive, TRPC4 agonist inactive, KCNK3 block inactive, KCNK9 inh inactive, KCNQ1 act inactive, TRPC4 inh inactive, DYRK1A inh 5.4, PolyA inhibitor inactive, KCNQ1 inh inactive, Platelet DG rel 14.9 and hERG protect -1.7.
For Cc1ccc(SCCNC(=O)/C=C/c2ccccc2Cl)cc1 the results were TRPC4 potent inactive, TRPC4 agonist inactive, KCNK3 block -14.4*, KCNK9 inh inactive, KCNQ1 act inactive, TRPC4 inh inactive, DYRK1A inh -1.8, PolyA inhibitor inactive, KCNQ1 inh inactive, Platelet DG rel 12.9 and hERG protect -13.1.
Screening Cn1c(SCC(=O)N2CCOCC2)nnc1-c1ccc(NC(=O)c2ccccc2F)cc1 returned TRPC4 potent inactive, TRPC4 agonist inactive, KCNK3 block inactive, KCNK9 inh inactive, KCNQ1 act inactive, TRPC4 inh inactive, DYRK1A inh 2.2, PolyA inhibitor inactive, KCNQ1 inh inactive, Platelet DG rel -0.2 and hERG protect 6.4*.
For COc1cccc(/C=N/NC(=S)Nc2cccc(S(=O)(=O)N(C)C)c2)c1 the results were TRPC4 potent inactive, TRPC4 agonist inactive, KCNK3 block inactive, KCNK9 inh inactive, KCNQ1 act inactive, TRPC4 inh inactive, DYRK1A inh -2.6, PolyA inhibitor inactive, KCNQ1 inh inactive, Platelet DG rel -3.0 and hERG protect -7.3.
Screening CCn1cc(S(=O)(=O)Nc2ccc(Cl)cc2F)cn1 returned TRPC4 potent inactive, TRPC4 agonist inactive, KCNK3 block inactive, KCNK9 inh inactive, KCNQ1 act inactive, TRPC4 inh inactive, DYRK1A inh -9.6, PolyA inhibitor inactive, KCNQ1 inh inactive, Platelet DG rel 35.1 and hERG protect -7.2.
CC(=O)NC(=S)Nc1ccc(N2CCOCC2)c(S(=O)(=O)Nc2cc(Cl)ccc2Cl)c1 was read as TRPC4 potent inactive, TRPC4 agonist inactive, KCNK3 block inactive, KCNK9 inh -15.2*, KCNQ1 act inactive, TRPC4 inh inactive, DYRK1A inh -0.5, PolyA inhibitor inactive, KCNQ1 inh inactive, Platelet DG rel -0.8 and hERG protect -25.2.
COC(C(=O)NCc1ccc(C)cc1)c1ccccc1 (configuration not stated) was read as TRPC4 potent inactive, TRPC4 agonist inactive, KCNK3 block inactive, KCNK9 inh inactive, KCNQ1 act inactive, TRPC4 inh inactive, DYRK1A inh 0.8, PolyA inhibitor inactive, KCNQ1 inh inactive, Platelet DG rel -0.4 and hERG protect -10.6.
